RORgamma inh – blocks mouse ROR gamma transcriptional activity | P51450 | Drosophila S2 Gal4-RORgamma UAS-luciferase reporter, 20 h | Potency, µM (titrated, usually from 53.6 µM), without a hit: at the highest dose activity change, negative = inhibition, most hits filed as inhibitors | actives 5.4% (n = 310,000) | AID 2551; also: potency is read from the fitted curve at half-maximal effect; % is scaled to controls: 0 for no effect and ±100 for the full control effect; nearly all actives have a fitted effect of over 60% in size
Target sequence (P51450 whole entry, looked up, the tested form may be a part): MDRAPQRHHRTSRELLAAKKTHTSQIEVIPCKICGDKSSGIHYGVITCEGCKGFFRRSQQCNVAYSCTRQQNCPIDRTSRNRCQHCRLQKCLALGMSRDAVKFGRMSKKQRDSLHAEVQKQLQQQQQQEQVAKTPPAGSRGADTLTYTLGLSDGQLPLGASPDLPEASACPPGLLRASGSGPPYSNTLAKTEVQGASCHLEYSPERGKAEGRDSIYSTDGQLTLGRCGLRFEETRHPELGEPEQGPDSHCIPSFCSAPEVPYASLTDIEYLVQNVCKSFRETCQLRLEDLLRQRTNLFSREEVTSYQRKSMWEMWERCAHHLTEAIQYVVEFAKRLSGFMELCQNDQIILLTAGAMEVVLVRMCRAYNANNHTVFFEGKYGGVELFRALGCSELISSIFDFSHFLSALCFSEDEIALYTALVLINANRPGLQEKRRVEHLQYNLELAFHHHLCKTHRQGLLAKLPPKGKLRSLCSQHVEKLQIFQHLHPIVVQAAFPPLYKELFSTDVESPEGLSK
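Drosophila Schneider cells stably carrying a metallothionein-driven Gal4 DBD–ROR gamma fusion and a UAS-Photinus luciferase reporter were exposed to compound for 1 hr, then induced with copper sulfate (700 uM final) for 20 hr at ambient temperature before luminescence reading.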
NPC1 prom act – activates the NPC1 promoter | Huh7 NPC1 promoter luciferase reporter, 24 h | Potency, µM (series often up to 9.22 µM), without a hit: at the top dose activation, most hits filed as activators | actives 2.4% (n = 320,000) | AID 485313;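 also: potency is read from the fitted curve at half-maximal effect; % of control where 0% means no effect; nearly all actives have a fitted effect of over 60% in size; reporter is driven by a mutant NPC1 promoter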
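Readout is luciferase luminescence, reflecting NPC1 promoter activation in stably transfected Huh7 cells after 24 h compound exposure at 37 °C in reduced-serum medium with 10% FBS.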
Rab9 promoter act – activators of Rab9 promoter. Huh7 Rab9 promoter-luciferase reporter, luminescence, 24 h. Potency, µM (doses to about 9.22 µM), for the others: at the highest dose activation, negative = inhibition, most hits filed as activators. actives 2.8% (n = 320,000). AID 485297; also: potency is read from the fitted curve at half-maximal effect; % of control where 0% means no effect; nearly all actives have a fitted effect of over 60% in size
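Luminescence read-out: Huh7 cells stably expressing Rab9-luciferase, treated 24 h with compound at 37 °C, then lysed with luciferase reagent for 10 min at ambient before reading.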
KCNH2 3.1 block – inhibitors of human KCNH2 3.1 potassium channel isoform. activity change, % (tested at about 1.8 µM). actives 0.95% (n = 340,000). U2OS KCNH2 3.1, thallium flux FluxOr; stronger effect = lower value;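 active = maximum activity change below -70%; inconclusive = maximum activity change from -70% to -50%; inactive = maximum activity change above -50%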;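 also: thallium influx rate constant from kinetic fluorescence after stimulation buffer; % is scaled to controls: 0 for no effect and ±100 for the full control effect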
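Thallium flux read-out: FluxOr dye with Red40 quencher in HBSS/HEPES, 45 min at RT. Rate constants from kinetic reads were normalized to positive and negative DMSO controls. Cells: U2OS virally expressing the 3.1 isoform.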
PKM2 act – activators of human pyruvate kinase M2; purified PKM2, Kinase-Glo ATP luminescence, activation; response scale: 0% is enzyme alone, no compound; Potency, µM (series often up to 57.5 µM), inactives show top-dose activation, usual class: activators; actives 0.34% (n = 260,000); P14618; also: potency is read from the fitted curve at half-maximal effect; % is scaled to controls: 0 for no effect and ±100 for the full control effect; nearly all actives have a fitted effect of over 55% in size
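Purified hPK-M2 (>95% pure) converted ADP (0.1 mM final) to ATP with 0.5 mM PEP in 50 mM imidazole pH7.2, KCl, MgCl2, Tween 20, BSA; 1 h at room temperature. ATP detected by Kinase-Glo luminescence.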
Mito fusion act – mitochondrial division inhibition or fusion activation; S. cerevisiae fusion-defective mutant growth rescue, CellTiterGlo 48 h; Potency, µM (doses to about 46.1 µM), without a hit: at the highest dose growth rescue (activation), most hits filed as activators; actives 0.23% (n = 320,000); AID 485298;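 also: potency is read from the fitted curve at half-maximal effect; % of control where 0% means no effect; nearly all actives have a fitted effect of over 45% in size; temperature-sensitive fusion mutants such as fzo1-1 at 37 °C on non-fermentable ethanol glycerol medium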
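Yeast fusion mutant, YPEG (non-fermentable carbon), compound, 48 h at 37C non-permissive; CellTiterGlo added, 10 min RT, luminescence read. Rescued growth = division inhibition.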
ELG1 DNA repair – blocks ELG1-dependent DNA repair in HEK293T cells | actives 2.3% (n = 330,000) | Potency, µM (doses to about 46.1 µM), inactives show at the top dose activity change, negative = inhibition, actives largely listed as inhibitors | HEK293T ELG1-luciferase reporter, luminescence, 16 h; DNA damage induced by 5-fluorouridine; also: potency is read from the fitted curve at half-maximal effect; % is scaled to controls: 0 for no effect and ±100 for the full control effect; nearly all actives have a fitted effect of over 55% in size
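Overnight (16 hr) co-exposure of 2,000 cells/well to 5-fluorouridine and compound at 37 °C preceded detection. Luciferase was quantified via ONE-Glo luminescence; loss of signal denotes inhibition.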
FLuc modulator – counter-screen for miR-21 project: firefly luciferase inhibitors or activators; P08659; purified FLuc, Km substrates, luminescence inhibition; Potency, µM (top dose mostly 57.5 µM), inactives show top-dose activity change, negative = inhibition, usual class: inhibitors; actives 6.9% (n = 360,000);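 also: potency is read from the fitted curve at half-maximal effect; plate controls were vehicle for no effect and reference inhibitor for full effect; nearly all actives have a fitted effect of over 55% in size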
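Purified P. pyralis luciferase (10nM final) with 10uM D-luciferin and 10uM ATP (Km levels) in 50mM Tris acetate pH 7.5, 10mM Mg acetate, 0.01% Tween-20, 0.05% BSA; qHTS 6-point titration, ~60 µM downward; luminescence read.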
MBNL1 CUG block – MBNL1-poly(CUG) RNA binding inhibition | TR-FRET MBNL1-His/biotin-(CUG)12 binding, 665/545 ratio | actives 0.036% (n = 280,000) | Potency, µM (series often up to 57.5 µM), without a hit: at the highest dose activity change, negative = inhibition, usual class: inhibitors | AID 2675 | Q9NR56; active = well fitted inhibition curve with a large enough effect in the signal ratio, with a control signal flat, not every such curve was filed as active; inconclusive = small, poorly fitted or top-dose-only effect, or effect the other way, or a change in a side signal; inactive = no such curve, though single readings can be large or run the other way; the % refers to the signal ratio; also: potency is read from the fitted curve at half-maximal effect; % is scaled to controls: 0 for no effect and ±100 for the full control effect
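Inhibition of protein-RNA binding appears as loss of TR-FRET between terbium anti-His antibody on MBNL1-His and streptavidin-XL665 on biotin-(CUG)12. Activity is normalized to buffer-only and uninhibited-complex controls.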
Menin MLL FP TR – inhibitors of human menin-MLL interaction, mutant MLL peptide; actives 0.23% (n = 270,000); Potency, µM (top dose mostly 61.6 µM), inactives show top-dose FP activity change, negative = inhibition, most hits filed as inhibitors; Menin + Texas Red MLL mutant peptide, fluorescence polarization; active = well fitted inhibition curve with a large enough effect in the polarisation, with a control signal flat, not every such curve was filed as active; inconclusive = small, poorly fitted or top-dose-only effect, or effect the other way, or a change in a side signal; inactive = no such curve, though single readings can be large or run the other way; the % refers to the polarisation; also: potency is read from the fitted curve at half-maximal effect; % of control where 0% means no effect; many of its hits are not listed in these tables
Target sequence (O00255 whole entry, looked up): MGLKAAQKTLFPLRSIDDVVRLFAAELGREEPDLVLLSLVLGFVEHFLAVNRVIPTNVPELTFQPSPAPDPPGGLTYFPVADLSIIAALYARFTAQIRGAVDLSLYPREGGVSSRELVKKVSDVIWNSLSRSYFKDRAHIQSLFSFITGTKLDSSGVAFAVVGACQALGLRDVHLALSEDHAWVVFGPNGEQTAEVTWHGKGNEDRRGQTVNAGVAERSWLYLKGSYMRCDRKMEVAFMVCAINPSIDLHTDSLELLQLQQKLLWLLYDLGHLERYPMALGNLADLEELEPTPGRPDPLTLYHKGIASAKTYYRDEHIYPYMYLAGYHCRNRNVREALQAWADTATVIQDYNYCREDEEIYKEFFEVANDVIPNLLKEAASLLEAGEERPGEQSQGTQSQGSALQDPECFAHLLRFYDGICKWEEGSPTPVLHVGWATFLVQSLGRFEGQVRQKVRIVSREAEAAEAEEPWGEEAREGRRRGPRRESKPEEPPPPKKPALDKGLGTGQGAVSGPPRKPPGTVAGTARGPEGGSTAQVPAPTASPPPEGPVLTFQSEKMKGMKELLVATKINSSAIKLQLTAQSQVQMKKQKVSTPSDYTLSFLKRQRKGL
VP16 counter – Gal4-VP16 reporter inhibition counter-screen; Drosophila S2 Gal4-VP16 UAS-luciferase, luminescence, 20 h; Potency, µM (top dose mostly 53.6 µM), inactives show top-dose activity, negative = inhibition, most hits filed as inhibitors; actives 3.5% (n = 310,000); AID 2546;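 also: Gal4-VP16 expression switched on by copper sulfate through the metallothionein promoter; potency is read from the fitted curve at half-maximal effect; % is scaled to controls: 0 for no effect and ±100 for the full control effect; nearly all actives have a fitted effect of over 50% in size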
* marks the source's active call; other numbers are inactive results; ? = inconclusive; . = not tested or not shown; [ ] = remark or other dose. Unless noted, calls follow the shape of the dose curve; as a rule, active = well fitted curve in the direction sought with a large enough effect; inconclusive = small, poorly fitted or top-dose-only effect, or another doubt; inactive = no such curve, though single readings can be large; an effect the other way counts as inactive or inconclusive. Only part of the results is shown, so the mix of outcomes need not match the whole.

structure	RORgamma inh	NPC1 prom act	Rab9 promoter act	KCNH2 3.1 block	PKM2 act	Mito fusion act	ELG1 DNA repair	FLuc modulator	MBNL1 CUG block	Menin MLL FP TR	VP16 counter
CCOC(=O)/C(=C/c1ccc(F)cc1)NC(C)=O	4%	2%	4%	6	-5%	-4%	0%	2%	?	-14%	-4%
Cc1cccc(NC(=O)c2sc3nc(-c4ccc(F)cc4)cn3c2C)n1	3%	4%	-2%	3	-1%	8%	13%	-14%	91%[activator]	1%	-12%
CC(C)CN(Cc1c(O)ccc2ccccc12)CC(C)C	6%	1%	-4%	-14	-1%	11%	-3%	1%	1%	-9%	5%
COC(=O)c1sc(NC(=O)CSc2nnc(C(C)C)n2C)nc1C	20%	-1%	-5%	8	-7%	0%	-18%	-1%	3%	1%	-5%
COc1ccc(CCNC(=O)COc2ccc(C)nc2[N+](=O)[O-])cc1	35%	-4%	2%	0	-1%	1%	2%	-6%	?	-3%	3%
Cc1ccc(CNC(=O)c2ccc(Cl)c(S(=O)(=O)N3CCCCC3)c2)cc1	.	-6%	-2%	-6	.	12%	?	2%	.	.	.
CCOC(=O)N1CCN(S(=O)(=O)c2ccc3c(c2)CCN3C(=O)C2CC2)CC1	11%	-2%	-1%	-9	-3%	3%	0%	2%	-13%	-9%	1%
COc1cc([N+](=O)[O-])ccc1NC(=O)CSc1nc2ccccc2n1-c1ccccc1	18%	3%	-7%	.	-2%	11%	-23%	7%	.	?	-3%
COc1ccc(C(=O)C2CCCN(Cc3c[nH]c4ccccc34)C2)c(OC)c1 (centres undefined)	-12%	-4%	-3%	-34	0%	-7%	2%	6%	12%	-24%	5%
O=C(Cc1ccccc1)N1CCCC1c1ccccc1 (centres undefined)	26%	0%	-6%	-5	-1%	2%	-6%	2%	-9%	-1%	12%
COc1cccc(CNC(C)(C)CO)c1OCc1ccc(Cl)cc1	5%	-2%	-5%	-8	-1%	1%	-4%	6%	-4%	-9%	-1%[10 µM]
CCN(CC(=O)Nc1ccc(C)c(S(=O)(=O)N2CCOCC2)c1)Cc1ccccc1	.	1%	2%	7	.	4%	?	3%	.	.	.
COc1ccc(-c2[nH]c(-c3ccccc3)nc2SCC(=O)Nc2nccs2)cc1	-14%	1%	-3%	8	-17%	22%	?	-8%	?	2%	2%
COc1ccc(C(C)(C)C)cc1S(=O)(=O)n1ccnc1C	19%	-7%	0%	2	-7%	-9%	1%	1%	1%	-1%	4%
Cc1ccc(C(=O)Nc2ccc(N3CCN(C)CC3)cc2)cc1C	?	0.79µM*	0.71µM*	-24	-11%[11.5 µM]	-3%	?	3.4µM*	-6%	-11%	?
COc1cc(-c2noc(CCC(=O)NC3CCCC3)n2)cc(OC)c1OC	10%	-6%	0%	20	1%	-1%	8%	2%	-9%	-11%	21%
CC(C)N1C(=O)C2C(c3ccccc3O)NC(C)(C(=O)O)C2C1=O (centres undefined)	-9%	5%	0%	-7	1%	2%	5%	2%	0%	10%	2%
COc1cccc(OC)c1C(=O)Nc1ccccc1C(=O)N1CCCCCC1	1%	0%	-7%	13	-1%	0%	-9%	1%	2%	-2%	-2%
CCCC(C)NC(=O)Cc1ccc(Br)cc1 (centres undefined)	22%	-4%	-3%	4	1%	-3%	4%	-2%	-4%	-4%	-2%
O=C(c1ccco1)N1CCN(Cc2ccc(F)cc2)CC1	-9%	4%	-3%	13	0%	0%	0%	4%	0%	7%	-1%
COc1ccccc1N(CC(=O)Nc1cccnc1)S(=O)(=O)c1ccccc1	42%	1%	2%	10	-4%	-1%	-2%	-1%	-1%	17%	6%
O/N=C1/CCc2nonc2/C1=N/O	-14%	2%	-2%	3	2%	-1%	0%	-1%	0%	26%	-2%
CCOC(=O)CSc1nnc([C@H](C)NC(=O)OC(C)(C)C)o1	-10%	-3%	-1%	11	9%	-7%	-2%	6%	-1%	-19%	-1%
Cc1ccc(OCCCC(=O)Nc2ccc3c(c2)OCCO3)cc1	.	-4%	-3%	-6	.	4%	?	?	.	.	.
CNC(=S)Nc1ccc2[nH]c(=O)[nH]c2c1	3%	-5%	-3%	11	-1%	-7%	17%	2%	-6%	-7%	-4%
CCOC(=O)c1cc(=O)n2nc(-c3ccc(C)cc3)nc2s1	-17%	0%	2%	9	?	1%	23%	3µM*	-4%	6%	-1%
CCOC(=O)c1cnc2ccc(OCC)cc2c1N(C)Cc1ccccc1	14µM*	-6%	0%	-15	1%	21%	?	9%	.	-9%	?
O=C(OC1CCOC1=O)C1CCN(S(=O)(=O)c2ccccc2)CC1 (centres undefined)	.	-2%	-1%	-5	.	-1%	?	-1%	.	.	.
O=C(NCCCN1CCCC1=O)c1cc(S(=O)(=O)N2CCOCC2)ccc1Cl	-8%	-6%	0%	1	-1%	0%	5%	0%	-5%	.	-4%
Cc1cccc(C(=O)NC2=NCCS2)c1	11µM*	1.3µM*	0.71µM*	8	-14%	14%	?	8.5µM*	-6%	4%	-29%
COc1ccc(/C=N/Nc2nnc(-c3ncc[nH]3)c3ccccc23)cc1	2.8µM*	2.8µM*	?	-1	8%	-3%	?	0.34µM*	2%	?	4.5µM*
CCOc1ccc(CCNC(=O)c2ccc(CNS(=O)(=O)c3ccccc3)cc2)cc1OCC	10%	-5%	-11%	2	-4%	0%	?	-1%	1%	-29%	-3%
O=C(N/N=C/c1ccncc1)c1cc(C2CC2)nc2ccccc12	3%	0%	-3%	17	3%	0%	13%	1%	17%	9%	-9%
O=C1CSC(c2ccc(Cl)cc2)N1Nc1nc(N2CCOCC2)nc(N2CCOCC2)n1 (centres undefined)	33%	1%	-7%	-10	-3%	-6%	?	-2%	3%	?	-8%
C=C(C)COc1ccc2c(C)c(CCC(=O)N3C[C@H]4C[C@@H](C3)c3cccc(=O)n3C4)c(=O)oc2c1	27%	-6%	0%	-2	-1%	1%	-16%	2%	-1%	-19%	-5%

Record cards, from the list above.
Listed for O=C(c1ccco1)N1CCN(Cc2ccc(F)cc2)CC1 : RORgamma inh = -9%; NPC1 prom act = 4%; Rab9 promoter act = -3%; KCNH2 3.1 block = 13; PKM2 act = 0%; Mito fusion act = 0%; ELG1 DNA repair = 0%; FLuc modulator = 4%; MBNL1 CUG block = 0%; Menin MLL FP TR = 7%; VP16 counter = -1%
Listed for COc1cc([N+](=O)[O-])ccc1NC(=O)CSc1nc2ccccc2n1-c1ccccc1 : RORgamma inh = 18%; NPC1 prom act = 3%; Rab9 promoter act = -7%; KCNH2 3.1 block = .; PKM2 act = -2%; Mito fusion act = 11%; ELG1 DNA repair = -23%; FLuc modulator = 7%; MBNL1 CUG block = .; Menin MLL FP TR = ?; VP16 counter = -3%

Part of the list above, with two lines to a compound.
Screens in order – RORgamma inh | NPC1 prom act | Rab9 promoter act | KCNH2 3.1 block | PKM2 act | Mito fusion act | ELG1 DNA repair | FLuc modulator | MBNL1 CUG block | Menin MLL FP TR | VP16 counter
> C=C(C)COc1ccc2c(C)c(CCC(=O)N3C[C@H]4C[C@@H](C3)c3cccc(=O)n3C4)c(=O)oc2c1
  27% | -6% | 0% | -2 | -1% | 1% | -16% | 2% | -1% | -19% | -5%
> O=C1CSC(c2ccc(Cl)cc2)N1Nc1nc(N2CCOCC2)nc(N2CCOCC2)n1 (centres undefined)
  33% | 1% | -7% | -10 | -3% | -6% | ? | -2% | 3% | ? | -8%
> CCOc1ccc(CCNC(=O)c2ccc(CNS(=O)(=O)c3ccccc3)cc2)cc1OCC
  10% | -5% | -11% | 2 | -4% | 0% | ? | -1% | 1% | -29% | -3%
> O=C(N/N=C/c1ccncc1)c1cc(C2CC2)nc2ccccc12
  3% | 0% | -3% | 17 | 3% | 0% | 13% | 1% | 17% | 9% | -9%
> COc1ccc(/C=N/Nc2nnc(-c3ncc[nH]3)c3ccccc23)cc1
  2.8µM* | 2.8µM* | ? | -1 | 8% | -3% | ? | 0.34µM* | 2% | ? | 4.5µM*

Screening results as filed in PubChem BioAssay.
